12-hLO inh: inhibitors of human 12-lipoxygenase (ALOX12); P18054; Potency, µM (doses to about 57.1 µM), without a hit: at the top dose activity change, negative = inhibition, actives largely listed as inhibitors; purified 12-hLO, xylenol orange hydroperoxide absorbance; hit rate 0.12% among 150,000; AID 1452; further: potency means the concentration at half of the fitted maximal effect; nearly all actives have a fitted effect of over 55% in size; many of its hits are not listed in these tables
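Purified human 12hLO (150 nM), preincubated 15 min with compound, then 40 uM arachidonic acid for 30 min, room temperature, Hepes pH 7.0 with 0.01% Triton X-100. Hydroperoxide detected by ferrous iron/xylenol orange; 573/405 nm absorbance ratio gives reaction progress.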
ALOX15B inhib: 15-hLO-2 (ALOX15B) enzyme inhibition. O15296. purified 15hLO-2, xylenol orange hydroperoxide absorbance. Potency, µM (top dose mostly 57.1 µM), without a hit: at the top dose activity change, negative = inhibition, usual class: inhibitors. hit rate 0.56% among 110,000; further: potency means the concentration at half of the fitted maximal effect; nearly all actives have a fitted effect of over 60% in size; many of its hits are not listed in these tables
Target sequence (O15296 whole entry, looked up): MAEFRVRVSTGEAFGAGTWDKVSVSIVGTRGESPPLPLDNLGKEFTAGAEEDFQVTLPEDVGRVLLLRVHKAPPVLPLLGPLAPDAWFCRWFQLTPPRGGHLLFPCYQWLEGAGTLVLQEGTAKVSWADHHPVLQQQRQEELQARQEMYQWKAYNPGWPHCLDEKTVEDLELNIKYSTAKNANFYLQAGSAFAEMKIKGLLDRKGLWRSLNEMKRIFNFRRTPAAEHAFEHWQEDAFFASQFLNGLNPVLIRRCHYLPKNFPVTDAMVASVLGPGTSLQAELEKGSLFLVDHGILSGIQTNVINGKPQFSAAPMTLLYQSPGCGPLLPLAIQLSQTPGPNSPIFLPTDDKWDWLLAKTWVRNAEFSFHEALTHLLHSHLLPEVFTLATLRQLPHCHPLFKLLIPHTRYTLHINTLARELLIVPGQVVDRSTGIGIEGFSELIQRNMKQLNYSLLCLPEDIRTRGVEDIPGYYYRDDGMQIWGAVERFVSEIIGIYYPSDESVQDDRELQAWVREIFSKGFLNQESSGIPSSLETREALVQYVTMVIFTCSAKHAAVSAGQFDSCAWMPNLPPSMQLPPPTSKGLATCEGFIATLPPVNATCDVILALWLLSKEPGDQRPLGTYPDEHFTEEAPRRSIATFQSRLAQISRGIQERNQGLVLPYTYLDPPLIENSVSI
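Read-out: hydroperoxide product oxidises ferrous iron, measured as xylenol orange complex via the 573-to-405 nm absorbance ratio after 30 min. Reaction: 50 nM enzyme, 15 min compound preincubation, 45 uM arachidonic acid, 90 min RT, Hepes pH 7.5 with Triton X-100.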
IMPase inh: IMPase inhibition in cells; inhibition (IP1 accumulation), % at 46.1 µM; 120,000 tested, under 10 active; P97697; CHO-M1 cells, IP1 accumulation, HTRF TR-FRET ratio; AID 901; active means well fitted curve in the direction sought with a large enough effect in the signal ratio, not every such curve was filed as active; inconclusive means small, poorly fitted or top-dose-only effect, or a change in a side signal; inactive means no such curve, though single readings can be large or run the other way; the % refers to the signal ratio;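 further: cells stimulated with carbachol in lithium chloride buffer; plate controls were DMSO basal wells for no effect and reference inhibitor wells for full effect; higher means more IMPase inhibition seen as more IP1 and lower FRET ratio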
Target sequence (P97697 whole entry, looked up): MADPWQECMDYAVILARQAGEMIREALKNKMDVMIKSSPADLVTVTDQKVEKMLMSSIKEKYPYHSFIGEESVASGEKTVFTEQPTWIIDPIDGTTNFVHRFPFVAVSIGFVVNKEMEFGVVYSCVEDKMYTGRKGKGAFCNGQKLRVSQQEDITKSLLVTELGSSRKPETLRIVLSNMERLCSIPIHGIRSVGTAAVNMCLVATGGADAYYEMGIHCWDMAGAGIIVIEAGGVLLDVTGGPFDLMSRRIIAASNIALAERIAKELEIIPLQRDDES
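Measured: the HTRF emission ratio (665/620 nm) plus the 620 nm donor channel, each fitted to the Hill equation to give AC50. Cells were CHO-M1 given compounds up to 46 uM and a 30 min carbachol stimulation at 37C.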
PNC inhibitor: blocks assembly of the perinucleolar compartment. hit rate 3.1% among 140,000. PC3M PTB-GFP, PNC prevalence imaging, 16 h; hits give low values. activity change (PNC), negative = inhibition, % at 10 µM. AID 2417;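 active means readout at or below -70, meaning at least 70% loss of cells showing the perinucleolar compartment, a nuclear body marking cancer cells; inconclusive means readout between -30 and a set limit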;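 further: plate controls were DMSO wells for no effect and camptothecin positive control wells for full effect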
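Read-out is percentage of cells bearing a perinucleolar compartment, from automated 20x imaging of fixed, Hoechst-stained PC3M PTB-GFP cells. Cells were seeded 4 h, then exposed 16 h to compound (23 nl of library stock) in duplicate plates.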
Active calls of the source: *; u = inconclusive; x = not tested or not shown; [ ] = remark or other dose. Unless noted, the call rests on the fitted dose curve; in most records, active means well fitted curve in the direction sought with a large enough effect; inconclusive means small, poorly fitted or top-dose-only effect, or another doubt; inactive means no such curve, though single readings can be large; an effect the other way counts as inactive or inconclusive. Unless noted, on the % scale 0 is the no-effect control and ±100 the full control effect.

Values run as follows: IMPase inh | PNC inhibitor | ALOX15B inhib | 12-hLO inh
O=C(Nc1nc2ccccc2n1CCN1CCCCC1)c1ccco1
  2 | 11 | 9% | 0%
CCN1CCN(c2ccc(NC(=O)c3ccc4c(c3)[nH]c(=O)n4Cc3ccc(OC)cc3)cc2)CC1
  x | u | x | -1%
Cc1cc(NC(=O)CCCC(=O)N(CC(=O)NC2CCCCC2)c2ccccc2)no1
  3 | u | 6% | -4%
CCC(=O)Nc1ccc(C(=O)Cn2nc(C(=O)O)c3ccccc3c2=O)cc1
  -3 | 26 | -13% | 0%
CCOC(=O)c1nnc(-c2ccccc2)nc1NCc1ccc(Cl)cc1
  12 | 6 | x | 4%
CCOC(=O)c1cnc(SCC(=O)Nc2cccc(OC)c2)nc1N
  4 | -4 | -6% | -2%
COc1nnc(OC)c2ccccc12
  1 | u | 4% | 0%
COc1cccc(Cn2c(=S)[nH]c3ccc(N4CCOCC4)cc3c2=O)c1
  -7 | -22 | -9% | -10%
O=C(C1CCC(=O)N1Cc1cccnc1)N1CCN(c2ccc(F)cc2)CC1 (stereo not given)
  -5 | 28 | 0% | -8%
CS(=O)(=O)N(CC(N)=O)c1cccc(Br)c1
  -2 | 294 | x | -2%
CCC(=O)Nc1ccc(NC(=S)NC(=O)c2oc3ccccc3c2C)cc1
  x | -15 | x | 0%
CCCS(=O)(=O)NCCc1cc2c(OC)ccc(OC)c2[nH]c1=O
  0 | 64 | 2% | 0%
CCN(CC)S(=O)(=O)c1cccc(-c2nnc(SCC(=O)c3cc(C)n(C)c3C)o2)c1
  3 | 15 | -1% | -2%
COc1cccc(OC)c1OCCCCN1CCCC1
  1 | 74 | -8% | -6%
CCOc1c(Cl)cc(CNc2ccc(S(N)(=O)=O)cc2)cc1OC
  x | -27 | x | -5%
Cc1cc(C(=O)N/N=C/c2ccc(O)c([N+](=O)[O-])c2)n[nH]1
  u | -2 | x | -5%
COc1ccc(C2N(C(=O)c3ccccc3)CCN2C(=O)c2ccc(C)cc2)cc1 (stereo not given)
  1 | 10 | 3% | -3%
CCC(=O)n1nc(-c2ccccc2)nc1NCc1ccccc1
  15 | 16 | 12% | -6%
CCOCC(=O)Nc1cc(C(=O)Nc2cccc(C)c2C)ccc1Cl
  2 | 22 | 2% | 3%
Cc1c(NC(=O)C(C)Sc2ccccc2)c(=O)n(-c2ccccc2)n1C (stereo not given)
  -4 | u | 5% | -3%
O=C(NCCCO)C(=O)NCCc1ccc(Cl)cc1
  x | -9 | x | 0%
O=C(NCc1ccco1)c1ccccc1-c1ccc(C(F)(F)F)cc1
  2 | -13 | -4% | 0%
CCN(CC)S(=O)(=O)c1cccc(C(=O)Nc2cc(C)nn2-c2ccccc2)c1
  -5 | -24 | x | -5%
CN1CCN(C(=O)Cn2c(C(F)(F)F)nc3ccccc32)CC1
  -1 | -19 | -3% | 5%
Cc1ccc(NC(=O)C(C)N2C(=O)C3CC=C(Cl)CC3C2=O)cc1 (stereo not given)
  16 | 2 | 4% | -16%
O=C(O)C1CC=CCC1C(=O)Nc1ccc(Oc2ccc(Cl)cc2)cc1 (stereo not given)
  x | u | x | -4%
Cc1nc2ccccc2cc1C(=O)N/N=C/c1ccc([N+](=O)[O-])cc1
  x | u | x | -4%
C[C@@](N)(C(=O)O)c1ccc(S(=O)(=O)O)cc1
  0 | x | 6% | -3%
Cc1ccc2[nH]c(=O)c(C3=NN(C(=O)CCC(=O)O)C(c4cccs4)C3)c(-c3ccccc3)c2c1 (stereo not given)
  x | 3 | x | 2%
CCOc1ccccc1-c1ccc(C(=O)NCc2ccccc2)o1
  x | 47 | x | -7%

Brought forward from above: 3 compounds, followed by the next part.
Values run as follows: IMPase inh | PNC inhibitor | ALOX15B inhib | 12-hLO inh
C[C@@](N)(C(=O)O)c1ccc(S(=O)(=O)O)cc1
  0 | x | 6% | -3%
Cc1ccc2[nH]c(=O)c(C3=NN(C(=O)CCC(=O)O)C(c4cccs4)C3)c(-c3ccccc3)c2c1 (stereo not given)
  x | 3 | x | 2%
CCOc1ccccc1-c1ccc(C(=O)NCc2ccccc2)o1
  x | 47 | x | -7%
COC(=O)c1nnn(-c2ccccc2)c1N
  u | -8 | x | 4%
O=C(Nc1ccccc1)N1C2CCC1CC(O)(c1cccnc1)C2 (stereo not given)
  1 | u | -4% | -2%
C=CCn1c(SCc2csc(C)n2)nc2sc3c(c2c1=O)CCCCC3
  4 | -20 | -11% | -2%
CC(=O)Nc1ccc(NC(=O)c2ccccc2N(C)S(C)(=O)=O)cc1
  u | 11 | -2% | 1%
COc1ccc(NC(=O)c2ccc(OC(F)F)cc2)cc1Cl
  x | u | x | 1%
FC(F)(F)c1nnc2c(Sc3ccccc3)nc3ccccc3n12
  -11 | -20 | 17% | 1%
CC(=O)OCCNc1cc(SCc2ccco2)c2nonc2c1[N+](=O)[O-]
  14 | 13 | x | -14%
CN(C(=O)CC(NC(=O)c1ccccc1)(c1ccccc1)c1ccccc1)c1ccccc1
  8 | 80 | -11% | -4%
O=C(c1ccccc1)N(CCN1CCOCC1)C1(C(=O)Nc2ccccc2)CCCCC1
  4 | -22 | -1% | -1%
O=C(NCc1ccccc1)c1cccc(NC(=O)c2ccco2)c1
  1 | 33 | 0% | 2%
Cc1nn(C)c(C(=O)N2CCc3ccccc32)c1Cl
  11 | -7 | x | 0%
CC(C)NC(=O)C(=O)NCCN1CCN(S(=O)(=O)c2ccc(Cl)cc2)CC1
  3 | 36 | 9% | -9%
CCOC(=O)c1sc(NC(=O)c2ccc(S(=O)(=O)N(C)C)cc2)cc1C
  6 | 17 | 9% | -6%
Cc1cccc(C)c1-n1c(C)cc(/C=C2\NC(=O)NC2=O)c1C
  13 | -14 | x | -10%
COCC(=O)N/N=C/c1ccc(Sc2nc3ccccc3s2)o1
  0 | 70 | 4% | 5%
CCCc1cc(=O)oc2cc(OCC(=O)N3CCc4ccccc43)ccc12
  5 | -12 | -6% | -3%
COC(=O)c1cc(Br)c(=O)n(Cc2ccncc2)c1
  -4 | u | 6% | -3%
O=C(O)C1CCCCC1C(=O)Nc1cnn(Cc2ccccc2)c1 (stereo not given)
  -7 | 30 | -12% | 1%
CCCN(CCC)c1c([N+](=O)[O-])c(=O)oc2ccccc12
  -5 | 4 | x | -2%
CC(=O)c1cccc2c(O)c(C3=Nc4ccccc4C3=O)[nH]c12
  59[activator] | -22 | x | -13%
CC(C)(Cl)C1Cc2cc3ccc(=O)oc3cc2O1 (stereo not given)
  5 | 31 | x | 9%
N#CC1=C(Nc2ccccc2)SC=C(c2ccc(F)cc2)N=C1N1CCOCC1
  4 | -5 | 7% | -10%
COc1ccc(C(NC(=O)c2cccc(F)c2)c2ccccc2)cc1 (stereo not given)
  u | 36 | x | -4%
Cc1oc2ccc(O)cc2c1C(=O)OC(C)C
  19 | u | x | -2%
COC(=O)c1sc(NC(=O)CSc2nnc(Cn3nnc4ccccc43)n2C)nc1C
  x | 62 | x | -1%
O=C(NCc1cn2ccsc2n1)Nc1cccc(Cl)c1
  5 | -3 | 35%[activator] | 2%
COc1ccccc1CC(=O)Nc1ccc(-c2noc(COc3cccc(C)c3C)n2)cc1
  8 | u | 0% | 1%
CCN(CC)CCNC(=O)c1ccc(NC(=O)c2ccc(Cl)c(S(=O)(=O)Nc3ccccc3OC)c2)cc1
  17 | u | 31%[activator] | 5%
O=C(COC(=O)C1(c2ccccc2)CC1)N1CCN(c2ccc(F)cc2)CC1
  -4 | 32 | 2% | 0%
CC(OC(=O)Cc1coc2ccc3ccccc3c12)C(=O)Nc1ncc(Cl)cc1Cl (stereo not given)
  x | u | x | -1%
O=C(NCc1cccs1)C1CCN(c2nc3ccccc3o2)CC1
  5 | -29 | 19% | -7%
COc1cccc(C(=O)NC(=S)Nc2ccc([N+](=O)[O-])cc2C)c1
  x | -23 | x | -2%
COc1cccc(C2C(C(N)=O)=C(C)Nc3nc(CCCO)nn32)c1OC (stereo not given)
  -11 | u | x | 3%
Cc1ccc(C2=NNC(=O)C(c3ccc(Cl)cc3)C2)cc1 (stereo not given)
  2 | -24 | -5% | -8%
CC[n+]1c(/C=C2\C=C(C)CC(C)C2)sc2ccccc21 (stereo not given)
  1 | u | u | -27%
O=C(CC1OC(=O)c2ccccc21)NC1CCCCC1 (stereo not given)
  0 | 7 | -4% | -3%
Cc1occc1C(=O)NNC(=S)NCC(C)C
  2 | -26 | -2% | 3%
O=C(c1ccccc1)N1CCCOC1c1ccccc1 (stereo not given)
  4 | 44 | 4% | -1%
COc1cccc(NC(=O)Nc2ccc(Cc3ccncc3)cc2)c1
  x | u | x | -4%
O=S1(=O)CCC(NCC2CCCO2)C1 (stereo not given)
  -10 | -17 | 4% | 2%
NC(=O)c1sc2nc3c(c(-c4ccc(Cl)cc4)c2c1N)CCCC3
  -4 | u | 4% | -2%
O=C(c1cc2c(=O)oc3ccccc3c2s1)N1CCOCC1
  0 | u | 5% | 4%
O=S(=O)(O)c1ccc2cc(N=Nc3cc(S(=O)(=O)O)c4cccnc4c3O)ccc2c1
  x | x | 38%[activator][11.4 µM] | 1%[11.4 µM]
Cc1ccc(-n2c(Cn3nc(C(F)(F)F)cc3C)n[nH]c2=S)cc1
  15 | 12 | -2% | 0%
CCN(CC)S(=O)(=O)c1cccc(NC(=O)COc2ccc(Cl)cc2Br)c1
  -11 | -1 | x | -2%
CCN(CC)CCCNC(=O)Cn1ncc2c(=O)oc3ccc(C)cc3c21
  -2 | -18 | 12% | 7%
CCOC(=O)CC(NC(=O)C1c2ccccc2Oc2ccccc21)c1ccccc1Cl (stereo not given)
  x | 15 | x | -1%
Cc1ccc(NC(=O)C(=O)NCc2ccc(/C=C(/C#N)C(=O)NCc3cccnc3)o2)cc1C
  x | 15 | x | 0%
CCOC(=O)N1CCN(C(=O)c2ccc3c(c2)sc2nc(-c4ccccc4)cn23)CC1
  6 | 117 | 10% | -5%
Cc1cccc(NC(=O)COC(=O)c2ccc3c(=O)n4c(nc3c2)CCC4)c1
  x | u | x | 1%
COc1ccc(C(NC(=O)/C=C\c2ccco2)c2ccc(OC)c(OC)c2)cc1 (stereo not given)
  8 | u | u | -16%
CCCSc1cc(NCCOC(=O)CCC)c([N+](=O)[O-])c2nonc12
  0 | 16 | x | -9%
COCC(=O)Nc1ccc(S(=O)(=O)Nc2cc(C)nc(C)n2)cc1
  11 | 13 | 5% | -8%
CC(C)CC(=O)Nc1cc([N+](=O)[O-])ccc1Cl
  -5 | -20 | -2% | -7%
CC1CCN(C(=O)C2CCN(C(=O)c3cc4sccc4n3Cc3ccc(F)cc3)CC2)CC1
  6 | 7 | 10% | -8%
O=C(NCC(c1cccnc1)N1CCN(c2ccccc2F)CC1)c1cccc(Cl)c1 (stereo not given)
  8 | 7 | 19% | 3%
Cc1ccccc1OC(=O)C1C(c2ccccc2)C(C(=O)O)C1c1ccccc1 (stereo not given)
  0 | 22 | -4% | 7%
COc1cc(C)nc(Oc2ccc(OCCOc3ccc(C)cc3)nn2)n1
  7 | u | 13% | -5%
COC(=O)c1cc(Br)c(=O)n(-c2nccs2)c1
  u | 27 | 6% | -3%
O=c1c([N+](=O)[O-])c[nH]c2ccccc12
  -2 | 70 | x | 1%

Following part.
Values run as follows: IMPase inh | PNC inhibitor | ALOX15B inhib | 12-hLO inh
CCN1C(=O)C(CC(=O)NCc2ccc(Cl)cc2)N(CC)C1=O (stereo not given)
  7 | u | 4% | 10%
Cc1oc(-c2ccc(Cl)cc2)[n+]([O-])c1C
  -7 | -7 | -3% | -14%
Cc1[nH][nH]c(=O)c1C(c1c(C)[nH][nH]c1=O)c1cn(Cc2ccc(Cl)c(Cl)c2)c2ccccc12
  x | -2 | x | -7%
CCCN=C1NC(=O)C(CC(=O)NCCc2ccc(OC)c(OC)c2)S1 (stereo not given)
  x | 59 | x | -1%
CCOC(=O)N1CCN(S(=O)(=O)c2cc(-c3nn4c(C)nnc4c4ccccc34)ccc2C)CC1
  19 | u | -1% | -6%

A portion of the library, so the mix of outcomes need not match the whole.
